hcDAF12 agonist – H. contortus DAF-12 activation, primary screen | activation, % at 6.8 µM | 1.4% of 370,000 active | HEK293 hcDAF-12 lit1-tk-luc reporter, luminescence; 0% DMSO, 100% Δ7-dafachronic acid;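 active = activation above the mean of all tested compounds plus 3 SD, cut at about 5.5% in these data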;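 also: 100% = response to 3 µM Δ7-dafachronic acid high control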
PLCb3 inh – inhibitors of human phospholipase C beta3; Q01970; Purified PLC-beta3, fluorogenic substrate, fluorescence; inhibition, % at 12.2 µM; 0.18% of 370,000 active; in the data active = inhibition above about 11%;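 also: 0% = median of compound wells on plate and 100% = full blocker control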
SMARCA2 act – SMARCA2 function activation, primary screen. MG213 cells, MMTV-luciferase reporter, dexamethasone, overnight. activation, % at 9.1 µM. 1% of 370,000 active; in the data active = activation above about 7.8%;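 also: 0% = vehicle wells and 100% = reference activator wells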
PG9 Ab binder – small molecules binding HIV-1 gp120 antibody PG9; TR-FRET gp120-PG9 antibody binding; inhibition, % at 6.7 µM; 0.43% of 360,000 active; AID 624416; in the data active = inhibition above about 8.5%
hgDAF12 agonist – activates the H. glycines DAF-12 receptor ligand-binding domain; 1.8% of 370,000 active; AID 687014; HEK293 GAL4-hgDAF12 UAS-luciferase reporter, agonist luminescence; normalized to butyrate control; activation, % at 6.8 µM;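 active = activation above a cutoff set at the mean of all screened compounds plus 3 SD, cut at about 10% in these data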;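 also: 0% = DMSO wells and 100% = sodium butyrate wells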
NR1D1 modulator – modulators of human Rev-erb alpha DNA binding. P20393. Rev-erbα–FITC-DNA binding, fluorescence polarization, 90 min. activity, % at 10 µM. 0.79% of 370,000 active;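 active = activity above about 14%, limit read from the data; passing the limit was not always enough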;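 also: 0% = DMSO wells with 35 nM protein and 100% = DMSO wells with 750 nM protein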
ssDAF12 agonist – S. stercoralis DAF-12 activation, primary screen | HEK293 ssDAF-12/GRIP1 lit1-tk-luc reporter, luminescence; % of 3 µM dafachronic acid response | activation, % at 6.8 µM | 1% of 370,000 active | AID 652126;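 active = activation above the mean over all tested compounds plus 3 SD, cut at about 0.9% in these data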;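 also: 0% = DMSO-only wells and 100% = 3 µM delta7-dafachronic acid wells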
DAX1 inh-1 – inhibits human nuclear receptor DAX1 | P51843 | HEK293 Gal4-DAX1 luciferase reporter, luminescence | inhibition, % at 6.75 µM | 0.99% of 340,000 active | AID 504766;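 active = inhibition above the mean over all tested compounds plus 3 SD, cut at about 4.2% in these data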;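 also: 0% = DAX1-transfected cells with DMSO and 100% = empty-vector control cells with DMSO; inhibition shows as a rise in luminescence from relieved DAX1 repression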
Target sequence (P51843 207-470 limits assumed): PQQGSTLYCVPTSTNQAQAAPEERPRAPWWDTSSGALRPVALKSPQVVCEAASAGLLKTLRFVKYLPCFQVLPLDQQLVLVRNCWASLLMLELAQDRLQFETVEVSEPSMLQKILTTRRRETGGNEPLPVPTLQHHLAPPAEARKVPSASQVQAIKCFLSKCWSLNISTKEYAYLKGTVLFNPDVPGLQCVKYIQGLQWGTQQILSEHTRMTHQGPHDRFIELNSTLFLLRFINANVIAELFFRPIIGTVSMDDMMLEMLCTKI
HGIII-sPLA2 inh – Blocks human group III sPLA2 activity; 0.56% of 370,000 active; inhibition, % at 12.2 µM; Q9NZ20; QFRET BODIPY PC-A2 liposome hydrolysis, fluorescence;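 active = inhibition above mean plus 3 SD of compounds lying within the high and low control bounds, cut at about 19% in these data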;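 also: 0% = median of test compound wells and 100% = no enzyme DMSO wells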
Target sequence (Q9NZ20 whole entry, looked up): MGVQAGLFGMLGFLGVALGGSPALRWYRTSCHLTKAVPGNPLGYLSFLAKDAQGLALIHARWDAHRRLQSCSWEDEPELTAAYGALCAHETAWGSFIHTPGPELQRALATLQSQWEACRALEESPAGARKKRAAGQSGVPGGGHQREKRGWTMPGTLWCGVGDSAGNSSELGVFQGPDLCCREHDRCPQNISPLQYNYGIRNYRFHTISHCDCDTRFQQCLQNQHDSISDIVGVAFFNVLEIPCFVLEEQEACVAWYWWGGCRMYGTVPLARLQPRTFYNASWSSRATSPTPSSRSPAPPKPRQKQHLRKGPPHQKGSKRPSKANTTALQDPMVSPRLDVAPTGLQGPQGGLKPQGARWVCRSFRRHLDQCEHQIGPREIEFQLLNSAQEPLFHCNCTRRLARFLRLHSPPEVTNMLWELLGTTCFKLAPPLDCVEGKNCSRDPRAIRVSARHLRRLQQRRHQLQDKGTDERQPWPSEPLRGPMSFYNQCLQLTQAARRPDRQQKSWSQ
GAA850 FXN act – increases GAA850 frataxin promoter reporter activity | HEK293 lucGAA850 FXN promoter luciferase reporter, 24 h; percent of 10 µM SAHA response | activation, % at 6 µM | 0.56% of 360,000 active | AID 540364;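 active = activation above the average of all compounds screened plus 3 SD, cutoff fixed separately per campaign, cut at about 7.5% in these data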;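 also: 0% = DMSO wells and 100% = 10 µM SAHA wells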
DAX1 inh-2 – DAX1 (NR0B1) inhibition, primary screen; HEK293T StAR-luciferase reporter, SF-1/DAX-1 repression relief; inhibition, % at 6.8 µM; 1.1% of 370,000 active; AID 652010;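 active = inhibition above the mean over all tested compounds plus 3 SD, cut at about 3.6% in these data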;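 also: 0% = DAX-1 cells with DMSO and 100% = cells lacking DAX-1 with DMSO; higher inhibition means more luminescence from relief of DAX-1 repression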
Numbers without * were called inactive; i = inactive; x = not tested or not shown.

SMILES	hcDAF12 agonist	PLCb3 inh	SMARCA2 act	PG9 Ab binder	hgDAF12 agonist	NR1D1 modulator	ssDAF12 agonist	DAX1 inh-1	HGIII-sPLA2 inh	GAA850 FXN act	DAX1 inh-2
COc1ccc(N=Cc2c(OC)ccc3ccccc23)cc1	-0.8	-2	0	-2.7	-0.5	2	-1.7	-1.9	0	0.1	-0.2
CC(=O)NNc1nc2ccccc2s1	3.4	1	0	-1.0	-0.4	-2	0.3	3.2	5	-1.2	0.4
O=C(/C=C/c1ccco1)NCc1ccc(F)cc1	-1.3	-24	4	0.2	1.8	2	-0.7	3.4	0	4.4	-0.1
O=C(O)C1Cc2[nH]cnc2C(c2ccc(F)cc2)N1 (stereo not given)	-2.1	3	-3	0.2	0.7	2	-1.5	1.1	3	2.2	0.1
CCOC(=O)C1=C(C(=O)OCC)C2N(Cc3ccc(C#N)cc3)c3ccccc3[C@@]23C[C@@H](C(=O)OC)N(S(=O)(=O)c2cccs2)C3=N1 (stereo not given in full)	-0.3	0	-3	-0.5	-1.8	-7	-1.2	x	-3	x	0.1
CCC1CCCCN1CCCNC(=O)c1cn(CC)c2ccc(S(=O)(=O)N(C)C3CCCCC3)cc2c1=O (stereo not given)	-1.2	-5	-1	1.0	1.7	-2	-1.5	0.0	-2	-0.9	2.2
CCOC(=O)N1CCc2c(sc3c2c(=O)n(Cc2ccccc2)c(=O)n3CC(=O)NCC2CCCO2)C1 (stereo not given)	-0.5	-1	-2	0.7	0.2	2	-1.5	0.5	-2	-0.6	-0.2
CC(=O)N(c1ccccc1)c1nc2ccccc2s1	-0.3	3	1	5.0	2.5	-2	-0.8	0.9	-4	2.7	0.7
CCCCc1c(O)nc(SCC(=O)Nc2cccc3ccccc23)n(-c2ccccc2OC)c1=O	-1.2	-20	-1	0.7	-3.5	0	-1.1	1.6	-3	0.8	-0.2
COc1ccc(C2(CNS(=O)(=O)c3ccccc3)CCOCC2)cc1	-0.6	1	-1	-0.8	-0.6	2	-1.0	0.2	-5	0.6	-0.8
CCOc1ccc(C(=O)Cc2ccc3oc(C(=O)O)cc3c2)c(O)c1	0.8	-10	-4	1.7	-0.6	-2	-0.9	-0.8	-33	2.8	-0.1
O=C(NC1CCCCC1)C(c1ccncc1)n1c(=O)c(-c2cc3ccccc3[nH]2)nc2ccccc21 (stereo not given)	3.0	i	-6	0.1	3.3	3	-0.1	x	-13	x	1.1
COc1ccc2[nH]c(CN3CCC(CO)(CCOc4ccccc4)CC3)c(C)c2c1	-1.4	-25	-2	-1.6	-1.1	0	-1.4	0.0	-22	-1.5	-0.1
CCc1cc(C)cc(OCCNC(=O)c2cncc(Br)c2)c1	-0.9	2	0	3.1	1.8	9	-1.0	-0.1	5	0.3	-0.2
Cc1csc(NC(=O)CCC(=O)c2cccs2)n1	0.7	-27	-1	-0.2	0.6	-11	-1.1	-2.7	0	-0.2	-0.4
NS(=O)(=O)c1cccc(NC(=O)c2cc(=O)c3ccccc3o2)c1	1.8	-3	0	-2.2	4.5	5	-1.0	4.8*	2	0.8	0.1
CCN(CC)CCNC(=O)c1ccc(NC(=O)COc2ccc3c(c2)CCC3)cc1	-1.1	-2	0	-0.5	5.6	3	-1.6	0.1	4	0.6	-1.2
Cn1nnc(NC(=S)NC(=O)c2ccc(-c3ccc(Br)cc3)o2)n1	-0.7	-11	0	3.2	-1.1	9	-1.2	2.1	8	2.0	0.7
Cc1ccc(-c2nn(-c3ccccc3)cc2C2CC(c3ccccc3)=NN2C(=O)CCC(=O)O)cc1 (stereo not given)	-0.5	-2	1	-2.4	2.1	1	-1.1	-1.4	-2	0.7	0.8
CCCOC(=O)c1c(NC(=O)C2CCCO2)sc(C(=O)OC)c1C (stereo not given)	-0.1	0	-1	3.1	-2.5	5	-0.9	-0.9	14	2.5	0.5
CN(CCOc1ccc(Cl)cc1)Cc1cccc(S(=O)(=O)N(C)C)c1	-3.7	2	-4	0.0	-2.8	-8	-1.7	-2.7	-6	0.6	-1.1
COc1ccc(/C=N/NC(=O)C(=O)NCc2cccnc2)cc1	-1.6	-2	5	-3.1	-2.8	0	-1.1	-1.4	1	0.2	-0.4
COc1cc(C(=O)NCc2cn3ccccc3n2)cc(OC)c1OC	0.1	2	-2	-3.1	0.0	-1	-1.1	-0.4	9	-1.3	-0.2
CC(=O)Nc1ccc(SC[C@H](Cc2ccccc2)N2CC[C@@H](C)CCC2=O)cc1	-0.1	-2	0	-2.6	-1.1	0	-0.7	0.0	-8	-1.1	0.1

Sorted by number of heavy atoms (lowest first): part of the list above.
SMILES	hcDAF12 agonist	PLCb3 inh	SMARCA2 act	PG9 Ab binder	hgDAF12 agonist	NR1D1 modulator	ssDAF12 agonist	DAX1 inh-1	HGIII-sPLA2 inh	GAA850 FXN act	DAX1 inh-2
Cc1csc(NC(=O)CCC(=O)c2cccs2)n1	0.7	-27	-1	-0.2	0.6	-11	-1.1	-2.7	0	-0.2	-0.4
CC(=O)N(c1ccccc1)c1nc2ccccc2s1	-0.3	3	1	5.0	2.5	-2	-0.8	0.9	-4	2.7	0.7
CCc1cc(C)cc(OCCNC(=O)c2cncc(Br)c2)c1	-0.9	2	0	3.1	1.8	9	-1.0	-0.1	5	0.3	-0.2
COc1ccc(/C=N/NC(=O)C(=O)NCc2cccnc2)cc1	-1.6	-2	5	-3.1	-2.8	0	-1.1	-1.4	1	0.2	-0.4
CCCOC(=O)c1c(NC(=O)C2CCCO2)sc(C(=O)OC)c1C (stereo not given)	-0.1	0	-1	3.1	-2.5	5	-0.9	-0.9	14	2.5	0.5
COc1ccc(C2(CNS(=O)(=O)c3ccccc3)CCOCC2)cc1	-0.6	1	-1	-0.8	-0.6	2	-1.0	0.2	-5	0.6	-0.8
CC(=O)Nc1ccc(SC[C@H](Cc2ccccc2)N2CC[C@@H](C)CCC2=O)cc1	-0.1	-2	0	-2.6	-1.1	0	-0.7	0.0	-8	-1.1	0.1
COc1ccc2[nH]c(CN3CCC(CO)(CCOc4ccccc4)CC3)c(C)c2c1	-1.4	-25	-2	-1.6	-1.1	0	-1.4	0.0	-22	-1.5	-0.1
CCCCc1c(O)nc(SCC(=O)Nc2cccc3ccccc23)n(-c2ccccc2OC)c1=O	-1.2	-20	-1	0.7	-3.5	0	-1.1	1.6	-3	0.8	-0.2
O=C(NC1CCCCC1)C(c1ccncc1)n1c(=O)c(-c2cc3ccccc3[nH]2)nc2ccccc21 (stereo not given)	3.0	i	-6	0.1	3.3	3	-0.1	x	-13	x	1.1

(more compounds)
SMILES	hcDAF12 agonist	PLCb3 inh	SMARCA2 act	PG9 Ab binder	hgDAF12 agonist	NR1D1 modulator	ssDAF12 agonist	DAX1 inh-1	HGIII-sPLA2 inh	GAA850 FXN act	DAX1 inh-2
O=C(CN1CCOCC1)Nc1ccc(Cl)cn1	-3.3	-8	0	-0.8	-1.4	-2	-1.2	1.6	3	1.6	0.5
CCOC(=O)c1ccc(-c2c(-c3ccccc3OC)sc3ccc(OC)cc23)cc1F	0.9	-4	0	1.6	1.4	5	-0.8	0.7	-6	-0.5	-0.7
CCOC(=O)C1=C(C(=O)OCC)N(Cc2ccccc2)CCC1=O	-0.1	4	-3	1.0	3.0	-2	-1.0	-0.5	2	-1.0	-0.3
O=C1C2C3C=CC(CC3)C2C(=O)N1c1ccccc1[N+](=O)[O-] (stereo not given)	0.3	2	-3	-1.8	-0.6	1	-0.6	0.1	5	-1.4	0.2
CC1CCN(c2ccc(C(=O)O)cc2NS(=O)(=O)c2cccc3cccnc23)CC1	-0.2	-2	-3	x	-0.4	-5	-0.7	x	-1	x	-0.3
CCC(=O)Nc1ccc(C(=O)OCC(=O)c2cccs2)cc1	-1.7	-7	-2	1.1	1.0	4	-0.8	-0.7	-4	1.5	0.2
CC(OC(=O)CCC1CCCC1)C(=O)Nc1ccccc1[N+](=O)[O-] (stereo not given)	2.1	0	-1	0.2	-1.8	4	-1.1	1.6	7	0.6	-0.1
CC(=C/c1ccccc1)/C=N/NC(=O)c1ccc2nc[nH]c2c1	-1.0	-1	6	-0.8	2.1	-3	-0.8	-0.9	0	3.6	0.2
CC1CC(C)CN(C(=O)CSc2nnc(-c3ccc(F)cc3)o2)C1 (stereo not given)	-2.5	1	-2	-2.0	-4.7	-1	-0.4	3.8	6	-1.9	-0.4
O=C(CNS(=O)(=O)c1c(Cl)cccc1Cl)OCC(=O)c1ccc[nH]1	0.2	-8	-3	-1.0	1.9	-2	-1.6	0.2	-8	0.3	-0.4
CCOC(=O)c1oc2ccc(S(=O)(=O)N3CCOCC3)cc2c1C	-1.3	4	4	-3.7	1.4	-8	-1.8	0.5	-2	3.6	0.3
CCOC(=O)c1cc(C#N)c(SC(C)C(=O)NC2CCCCC2)nc1C (stereo not given)	-0.3	-1	1	-0.9	0.6	12	-1.3	-0.3	-10	0.6	0.4
Cc1noc(C)c1COc1ccccc1C(=O)N(C)CC(=O)Nc1ccc(F)cc1	0.6	-6	-3	1.0	-1.5	-3	-1.2	0.1	8	1.0	-1.9
CCCC(=O)Nc1sc(C)c(C)c1C#N	0.3	-7	0	0.2	-3.5	4	-1.6	0.8	1	-2.1	-1.1
CCOC(=O)N1CCC(N2CCCC(CO)(Cc3cccc(Cl)c3)C2)CC1 (stereo not given)	-0.2	-6	-2	1.4	-2.4	-3	-2.3	-0.9	-2	-2.1	0.2
